# Bioassay records (PubChem)
# M1 PAM parental: nonselective activator or artifact in parental CHO-K1 calcium assay | ATP EC20, Fluo-8 calcium fluorescence; 0% at ATP EC20, 100% at ATP max | activation, % at 3 µM | 360,000 tested, 0.02% active;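 active = activation above the run cutoff, the mean activation of all test compounds plus 3 SD, cut at about 40% in these data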;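 note: peak over basal fluorescence ratio in a 140 s read after ATP addition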
# CHO-K1 Ca antag: M1 antagonist counterscreen hit in parental CHO-K1 cells. ATP-induced calcium, Fluo-8 fluorescence. inhibition, % at 3 µM. AID 602250. 360,000 tested, 0.6% active;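 active = inhibition above a per-plate cutoff, the plate's mean sample inhibition plus 3 SD, cut at about 24% in these data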;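 note: 0% = DMSO plus EC80 ATP and 100% = DMSO alone without ATP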
# OXTR potentiator: potentiates the human oxytocin receptor response | P30559 | CHO-OTR cells, Fluo-8 calcium fluorescence, potentiator mode; 0% = oxytocin EC15, 100% = EC100 | activation, % at 3 µM | 320,000 tested, 0.061% active;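 active = activation above that plate's cutoff, the mean activation of tested compounds plus 3 SD, cut at about 6.6% in these data, passing the limit was not always enough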;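 note: 100% uses oxytocin at 75 nM as the full agonist control; some results filed as inactive read as strong as hits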
# Target sequence (P30559 whole entry, looked up): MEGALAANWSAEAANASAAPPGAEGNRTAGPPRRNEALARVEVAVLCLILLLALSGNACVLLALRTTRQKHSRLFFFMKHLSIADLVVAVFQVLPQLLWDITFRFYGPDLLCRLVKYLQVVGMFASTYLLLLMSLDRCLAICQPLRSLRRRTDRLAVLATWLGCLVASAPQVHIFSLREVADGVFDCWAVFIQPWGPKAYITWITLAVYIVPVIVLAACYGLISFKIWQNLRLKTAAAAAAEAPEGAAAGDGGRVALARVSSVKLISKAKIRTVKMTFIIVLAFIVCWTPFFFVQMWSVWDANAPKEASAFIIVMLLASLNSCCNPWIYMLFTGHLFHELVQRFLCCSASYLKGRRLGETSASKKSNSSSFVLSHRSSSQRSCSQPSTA
#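 Assay system: CHO-OTR cells, human receptor / Also added: oxytocin at about EC15, sub-maximal agonist stimulus / Dosing: single dose, 3.0 µM nominal final compound concentration / Incubation: 6 min pre-incubation, 100 s read / Technique: Fluo-8 calcium dye fluorescence / Read-out: % activation vs EC15 and EC100 oxytocin / Benchmarks: EC15 oxytocin low, 75 nM oxytocin high / Replicates: singlicate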
# CHO parental Ca: counter-screen for OX1R antagonists: effect in parental CHO cells; 330,000 tested, 0.63% active; parental CHO-K1, ATP-induced calcium, Fluo-8 fluorescence; inhibition, % at 5.6 µM;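 active = inhibition above that plate's mean sample inhibition plus 3 SD, cut at about 26% in these data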;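 note: 0% = ATP-challenged DMSO wells and 100% = DMSO wells without ATP; some compounds past the cut are filed as inactive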
#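 test system = CHO parental line | reagent = ATP stimulus | measured by = intracellular calcium via Fluo-8 no-wash fluorescent dye | control set = ATP and no-ATP DMSO wells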
# M1 ag: agonists of human M1 muscarinic receptor | P11229 | CHO-K1 hM1, Fluo-8 calcium fluorescence, agonist mode; 0% DMSO, 100% acetylcholine EC100 | activation, % at 3 µM | 360,000 tested, 0.33% active | AID 588814;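 active = activation above the run's mean compound activation plus 3 SD, cut at about 16% in these data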;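 note: peak over basal fluorescence ratio within a 140 s kinetic read after compound addition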
# Target sequence (P11229 whole entry, looked up): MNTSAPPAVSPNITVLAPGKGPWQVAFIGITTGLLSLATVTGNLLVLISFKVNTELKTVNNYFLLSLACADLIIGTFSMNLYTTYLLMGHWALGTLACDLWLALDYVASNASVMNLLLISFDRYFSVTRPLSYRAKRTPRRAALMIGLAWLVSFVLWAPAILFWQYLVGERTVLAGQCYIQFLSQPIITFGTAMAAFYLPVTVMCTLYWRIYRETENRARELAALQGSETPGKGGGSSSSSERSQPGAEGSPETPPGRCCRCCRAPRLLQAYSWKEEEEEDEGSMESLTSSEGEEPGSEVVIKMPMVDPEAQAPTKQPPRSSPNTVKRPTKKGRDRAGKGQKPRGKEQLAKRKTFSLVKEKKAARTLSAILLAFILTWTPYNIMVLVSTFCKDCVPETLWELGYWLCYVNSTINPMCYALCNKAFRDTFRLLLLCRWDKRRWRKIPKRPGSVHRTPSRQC
# TAAR1 ag: human TAAR1 agonism | Q96RJ0 | CHO RD-HGA16 TAAR1, Fluo-8 calcium fluorescence; vehicle wells 0%, saturating PEA agonist 100% | activation, % at 3 µM | 360,000 tested, 0.99% active;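 active = activation above the mean activation of all test compounds in the run plus 3 SD, cut at about 38% in these data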
#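 test system = CHO RD-HGA16 cells carrying human TAAR1 plus Gα16 | schedule = 17-24 h seeding, 75 min 37 °C dye, 30 min RT | compound dosing = 3 µM single concentration | control set = DMSO and PEA EC100 | replicates = n 1 | signal = Fluo-8 fluorescence, 5 s baseline then 140 s kinetic read | measure = percent activation vs PEA EC100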
# TAAR1 antag: antagonists of human TAAR1; Q96RJ0; CHO RD-HGA16 TAAR1, Fluo-8 calcium fluorescence, antagonist; inhibition, % at 3 µM; 360,000 tested, 1.5% active; AID 624466;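 active = inhibition above a per-plate cutoff, the mean inhibition of test compounds on that plate plus 3 SD, cut at about 49% in these data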;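 note: 0% = DMSO plus EC80 beta-PEA response and 100% = DMSO alone without agonist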
#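 System: RD-HGA16 CHO cells with stable hTAAR1 and Gα16 | Probe or stimulus: EC80 β-phenethylamine stimulus | Dosing: 3 µM, single point | Times: Dye loading 75 min at 37 °C, then 30 min room temperature | Measured by: Fluo-8 calcium-sensitive fluorescence | Read-out basis: % inhibition of agonist calcium response | Replicates: n of 1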
# M1 ag parental: nonselective activator or artifact in parental CHO-K1 cells; Fluo-8 calcium fluorescence; scaled to maximal ATP response, vehicle zero; 360,000 tested, 0.48% active; activation, % at 3 µM; AID 602248; in the data active = activation above about 15%;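 note: untransfected CHO-K1 host cells lacking M1 receptor as counterscreen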
# M1 antag: blocks human M1 muscarinic receptor | P11229 | 360,000 tested, 1.3% active | AID 588852 | CHO-K1 hM1, Fluo-8 calcium fluorescence, ACh EC80 antagonist | inhibition, % at 3 µM;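 active = percent inhibition above its own plate's cutoff, namely the mean of that plate's compound wells plus 3 SD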;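 note: peak over basal fluorescence ratio during 140 s after agonist addition; 0% = ACh EC80 plus DMSO and 100% = DMSO alone without agonist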
# * hit, by the source's call; . = not tested or not shown.
SMILES,M1 PAM parental,CHO-K1 Ca antag,OXTR potentiator,CHO parental Ca,M1 ag,TAAR1 ag,TAAR1 antag,M1 ag parental,M1 antag
COC(=O)c1ccc(C2/C(=C(/O)c3ccc4c(c3)CC(C)O4)C(=O)C(=O)N2Cc2ccncc2)cc1 (stereo not drawn),1,-9,-7,3,-4,5,-17,0.0,-6
COc1ccc(-c2nc(CSCC(=O)NC3CCN(Cc4ccccc4)CC3)c(C)o2)cc1OC,-2,-7,-4,-23,-5,3,-23,0.7,9
Cc1nn(-c2ccccc2)c(N2CCCC2)c1/C=N/NC(=O)c1cc(-c2cccs2)nc2ccccc12,14,1,-5,-34,-9,0,31,0.9,14
CCc1ccccc1N(C(=O)CCC(=O)Nc1cc(C)on1)C(C(=O)NC1CCCC1)c1ccco1 (stereo not drawn),14,-7,-3,-19,-5,8,4,2.0,-27
CCOC(=O)N1CCC(NC(=O)c2cc(C(=O)Nc3ccc(OCC)cc3)ccc2CO)CC1,10,-9,-1,1,-3,13,10,0.2,-4
CC(C)C1Cc2c(sc3c2c(=O)n(Cc2ccccc2)c2nncn32)CO1 (stereo not drawn),16,-1,-14,-10,-5,4,-10,0.2,-6
Nc1nc(SCc2c(F)cccc2Cl)[nH]c(=O)c1-c1ccccc1,18,-8,2,-9,-5,-1,5,0.1,3
Cc1cc(NC(=O)C(C)C)ncc1NC(=O)c1cccc(F)c1,17,-10,-5,-16,-5,6,19,0.2,-10
CCN(CC(=O)NCc1ccc(F)cc1)CC(O)COCc1cccc(OC)c1 (stereo not drawn),14,-7,-6,-19,-2,9,-8,0.2,-18
CCn1cc(C(=O)N2CCc3ccccc3C2)c(=O)c2cc(S(=O)(=O)N3CCCCC3)ccc21,.,.,0,-7,.,3,3,.,.
Cc1ccc(C(=O)C2CCOC(C)(C)C2)cc1 (stereo not drawn),7,-1,1,-8,-8,7,-9,0.1,-13
COc1cccc(C(=O)NNC(=O)C(=O)N2CCCCC2)c1,15,-7,-17,-12,-6,3,-9,0.5,-9
CCOC(=O)c1ccc(NC(=O)c2nc[nH]c2C(=O)NC[C@H](C)O)cc1,10,-7,.,.,-2,0,-6,1.2,-13
CCn1c(=N)n(CC(O)COc2cccc(C)c2)c2ccccc21 (stereo not drawn),18,21,-6,-7,-4,10,-5,0.0,11
O=C(Nc1ccccc1)c1ccc(-c2ccccc2C(F)(F)F)o1,22,-21,-15,-15,-6,12,1,-0.4,-2
CC1(C)CC(=O)C=C(N2CCNCC2)C1,9,-15,-4,3,-5,2,-12,0.3,8
CC1(C)C/C(=N/Nc2ccc([N+](=O)[O-])cc2[N+](=O)[O-])C(C)(C)O1,13,-3,-10,-18,0,-1,-21,5.6,-2
CCN(CC)CCSC(=O)C(c1ccccc1)c1ccccc1,21,-5,.,.,-9,2,8,0.8,101*
CCC1=C2CC[C@H]3C(=O)N(CC(=O)OC)C(=O)[C@H]3[C@H]2[C@@]2(C)C(=NCC(=O)OC)OC(=O)N2C1=O,-4,0,-3,-5,-3,10,-7,0.4,-6
Fc1ccc2nc(Nc3nc4c(F)cccc4s3)sc2c1,4,-6,-5,-13,-8,3,-8,0.7,2
CC(=O)NCCCC(=O)NN1C(=S)N(Cc2ccccc2)C(=O)C1CC(=O)Nc1cccc(C)c1 (stereo not drawn),3,-5,-6,-8,-3,2,-31,0.7,-15
Cc1ccc(C(=O)COC(=O)C2CC3CCCC(C2)C3=O)cc1[N+](=O)[O-] (stereo not drawn),11,8,-4,-19,-6,1,3,0.5,7
COc1ccc(S(=O)(=O)n2[nH]c(=O)c(CCO)c2C)cc1,15,-1,-4,3,2,6,-12,1.8,-17
O=C(COC(=O)C1C2CC3OC(=O)C1C3C2)Nc1ccc(F)cc1 (stereo not drawn),2,-13,3,1,-3,0,-6,1.4,-3

# Complete entries from above.
# `O=C(COC(=O)C1C2CC3OC(=O)C1C3C2)Nc1ccc(F)cc1` (stereo not drawn) is listed with M1 PAM parental: 2; CHO-K1 Ca antag: -13; OXTR potentiator: 3; CHO parental Ca: 1; M1 ag: -3; TAAR1 ag: 0; TAAR1 antag: -6; M1 ag parental: 1.4; M1 antag: -3
# `CCC1=C2CC[C@H]3C(=O)N(CC(=O)OC)C(=O)[C@H]3[C@H]2[C@@]2(C)C(=NCC(=O)OC)OC(=O)N2C1=O` is listed with M1 PAM parental: -4; CHO-K1 Ca antag: 0; OXTR potentiator: -3; CHO parental Ca: -5; M1 ag: -3; TAAR1 ag: 10; TAAR1 antag: -7; M1 ag parental: 0.4; M1 antag: -6

# Continued:
SMILES,M1 PAM parental,CHO-K1 Ca antag,OXTR potentiator,CHO parental Ca,M1 ag,TAAR1 ag,TAAR1 antag,M1 ag parental,M1 antag
CC12CCC(C(=O)n3c1nc1ccccc13)C2(C)C (stereo not drawn),11,-20,-8,-14,-8,7,-11,0.5,1
O=C(NCCCc1nc2ccccc2[nH]1)c1ccc(F)cc1,-6,-21,0,-22,-6,7,-26,1.1,-1
COCCn1c(N2CCN(c3ccc(OC)cc3)CC2)nc2c1c(=O)[nH]c(=O)n2C,14,-15,-5,13,-2,1,1,0.7,-23
Cn1c(Cn2c(=O)sc3ccccc32)nnc1SCC(=O)N1CCCCCC1,20,-1,-1,-11,-9,2,1,0.9,-10
NC(=S)Cc1ccccc1Cl,5,-1,-5,-10,-4,3,-23,0.1,-1
COc1cccc(-n2c(SCC(=O)Nc3nccs3)nnc2-c2ccoc2C)c1,-9,10,-13,-12,-4,9,-10,-0.3,11
OC(Cn1cncn1)(c1ccccc1)c1ccccc1,3,5,4,-2,-5,1,20,-0.2,-5
Cc1ccc(Nc2nc(N)c([N+](=O)[O-])c(NCc3ccccc3)n2)cc1,-12,-1,-3,-42,-3,5,-17,-0.3,-26
CC1(c2nnc(-c3cccc(Cl)c3)o2)CC(c2cccc(F)c2)=NO1 (stereo not drawn),-14,-9,0,7,-2,1,6,-0.2,7
Cn1c(Cc2ccccc2)nnc1SCC(=O)NC1CCCC1,8,-16,-8,-3,-11,4,1,0.5,-2
Cc1nnc(N(C(=O)c2cnccn2)c2ccccc2)s1,-3,7,-12,-16,1,10,0,-0.5,-23
CCOC(=O)CN(C(=O)CNC(=O)c1ccco1)C(C(=O)NC1CCCCC1)c1cccnc1 (stereo not drawn),7,-14,-3,-8,-1,10,-1,0.2,-4
Cc1cc(=O)n2nc(N3CCCC(C(=O)N4CCN(C)CC4)C3)sc2n1 (stereo not drawn),-10,27*,-20,-7,-2,-2,-15,1.9,2
CC(C)(C)[C@@H]1COC(=O)[C@H](Cc2ccc(F)cc2)C/C=C\C[C@@H](CC(=O)NCCO)C(=O)N1,18,-13,2,-12,-3,16,-14,0.1,-14
CC(=O)c1ccc(-c2ccc(C(=O)NC3CC(C)(C)NC(C)(C)C3)o2)cc1,-1,2,-6,-3,-4,1,-6,2.5,1
Cc1ccc(/C=[N+](/C)[O-])cc1,2,-3,-10,-4,-4,3,5,0.3,8
CCOC(=O)c1c(C)[nH]c(C(=O)OCC(=O)N(C)C2CCS(=O)(=O)C2)c1C (stereo not drawn),5,-7,-6,8,-2,10,-2,0.2,-4
Cc1ccc(CSc2nccc(-c3c(C)nc4ccccn34)n2)cc1,16,-15,-1,-9,-2,2,-19,0.4,-6
COC(=O)CSc1nnc(CSc2nc(C)cc(C)n2)o1,8,2,-11,-4,-7,2,-15,0.2,-8
CC(C)NC(=S)N1CCN(c2ncccn2)CC1,10,0,2,6,-6,2,-1,0.8,3
CCc1nnc(NC(=O)CCS(=O)(=O)c2ccccc2)s1,0,-13,-7,-6,-1,0,0,1.0,-15
COCCNc1nc2nonc2nc1N1CCCC1c1nccs1 (stereo not drawn),15,-10,-5,-5,-3,9,6,-0.1,2
Cc1ccccc1NS(=O)(=O)c1ccc(C(=O)NCCCN2CCOCC2)cc1,5,7,-8,-5,-7,2,-16,1.8,-16
C[C@H]1CN([C@@H](C)CO)S(=O)(=O)c2ccc(Br)cc2O[C@@H]1CN(C)S(=O)(=O)c1ccccc1,12,-5,.,.,-2,8,3,3.0,-1
O=C(O)c1ccc(NC(=O)c2ccccc2NC(=O)c2cccc(F)c2)cc1,25,-13,-4,-3,0,2,-3,0.5,-16
Cc1ccc(-c2cc(-c3c(C)nn(C)c(=O)c3N)[nH]n2)cc1,0,2,-2,-19,5,5,3,9.1,11
CCC1(Cc2ccccc2)NC(=O)c2ccccc2O1 (stereo not drawn),15,-3,-7,-20,-11,1,13,0.3,-8
O=C(NC(CSC(=O)c1ccccc1)C(=O)O)OCc1ccccc1 (stereo not drawn),1,10,.,.,-2,2,-8,-0.4,-11
COc1ccc(OCC(=O)NNC(=O)c2cccs2)cc1,16,-14,-5,-8,-3,0,3,0.2,-30
CCN(CC(=O)Nc1ccccc1C(F)(F)F)C(=O)CCc1c(C)[nH]c(=O)c(C#N)c1C,-14,4,1,-10,0,1,-2,0.0,-16
CC(=O)CCn1cc([N+](=O)[O-])nc1C,-30,19,-6,2,-3,0,-42,2.5,13
CCN(CC)C(=O)C(C)N(C#N)c1nc(C)cc(C)n1 (stereo not drawn),12,3,-2,9,-3,0,12,0.2,2
O=C(NCc1ccccc1F)C1CCCN1S(=O)(=O)c1ccc(F)cc1 (stereo not drawn),10,0,-3,0,-2,1,9,-0.4,-28
O=C(CN1C(=O)NC2(CCCCCC2)C1=O)NCc1cccs1,1,11,1,-8,-7,4,13,0.1,-7
CCNC(=O)C1(C)CCN(Cc2ccccc2C#N)C1 (stereo not drawn),10,1,.,.,-3,1,-4,0.4,-26
Cc1ccc(Cn2c(SCC(C)C)nc3c2c(=O)[nH]c(=O)n3C)cc1,14,-16,-3,-12,-4,8,-11,1.1,-8
CC1(C)CC(NC(=O)Cc2ccccc2[N+](=O)[O-])CC(C)(C)N1,26,-7,-6,0,-5,1,-12,1.3,-11
Cc1ccc(C2(c3ccc(C)cc3)CC2C(=O)NCc2cccnc2)cc1 (stereo not drawn),14,-9,0,1,-4,2,-17,0.3,-4
O=C(Nc1ccc(S(=O)(=O)N2CCCC2)cc1)C1CC(=O)N(c2ccccc2)C1 (stereo not drawn),11,-12,1,-10,-7,10,2,0.6,-2
Cc1ccc(N(C)S(=O)(=O)c2cccc(C(=O)OCC(=O)N3CCCC(C)C3)c2)cc1 (stereo not drawn),1,-6,-3,-21,-4,6,-18,0.2,3
